Compound activity deposited in PubChem by The Scripps Research Institute Molecular Screening Center.
Tn7 DDE FP: inhibitors of Tn7 peptide binding to fibrin DD(E), primary screen, biochemical, fluorescence polarization, human fibrin, Tn7 probe. inhibition, % at 8.3 µM. FP displacement of FITC-Tn7 peptide from fibrin DD(E); 0% = median of compound wells per plate. 370,000 tested, 0.13% active. Fibrinogen beta chain (Homo sapiens), P02675;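 active means inhibition above the mean of compounds falling within the control limits plus 3 SD of them, cut at about 14% in these data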;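 further: 0% = plate median of compound wells and 100% = 10 µM Aha-Tn7 peptide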
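system = human fibrin DD(E) protein | quantity = DD(E) 2 µM final | medium = Tris/NaCl/CaCl2 buffer, pH 7.8 | also added = labelled Tn7 tracer, 0.1 µM | compound dosing = single point at 8.3 µM | timing = compound with protein 10 min, then 3 h after probe, room temperature | signal = FP measurement | benchmarks = Aha-Tn7 high control | repeats = one replicate per compound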
DDE Tn6 FP inh: inhibitors of Tn6 peptide binding to fibrin DD(E), primary screen, biochemical, fluorescence polarization, human fibrin, Tn6 probe | Fibrin DD(E) TRITC-Tn6 fluorescence polarization displacement | inhibition, % at 8.3 µM | AID 720509, 2013 | 370,000 tested, 0.21% active;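 active means inhibition above a per-campaign cutoff: mean of compounds within control limits plus 3 SD, cut at about 15% in these data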;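 further: 0% = median of all compound wells on the plate and 100% = blocking peptide control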
LEDGF integ inh: blockers of LEDGF/p75-dependent integrase strand transfer – biochemical, TR-FRET, high throughput, primary screen | HIV-1 integrase (with human LEDGF/p75) | TR-FRET IN-LEDGF/p75 DNA integration, Eu/Cy5 | inhibition, % at 3.7 µM | 370,000 tested, 0.64% active;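 active means inhibition above the screen-wide mean plus 3 SD, cut at about 13% in these data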;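 further: signal is the Cy5 over europium emission ratio at 671 and 618 nm; 0% = plate median of compound wells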
UHRF1 binding: UHRF1 methylated DNA binding inhibitors, primary screen, counter-screen for MBD2 inhibitor project, biochemical, TR-FRET, human UHRF1, single concentration; inhibition, % at 4.4 µM; UHRF1 binding to methylated oligo; 370,000 tested, 0.75% active; E3 ubiquitin-protein ligase UHRF1 (Homo sapiens), Q96T88; in the data active means inhibition above about 21%;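 further: UHRF1 SRA domain binding a hemimethylated CpG hairpin DNA probe; 0% = median of test compound wells and 100% = reference inhibitor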
Target sequence (Q96T88 whole entry, looked up, the tested form may be a part): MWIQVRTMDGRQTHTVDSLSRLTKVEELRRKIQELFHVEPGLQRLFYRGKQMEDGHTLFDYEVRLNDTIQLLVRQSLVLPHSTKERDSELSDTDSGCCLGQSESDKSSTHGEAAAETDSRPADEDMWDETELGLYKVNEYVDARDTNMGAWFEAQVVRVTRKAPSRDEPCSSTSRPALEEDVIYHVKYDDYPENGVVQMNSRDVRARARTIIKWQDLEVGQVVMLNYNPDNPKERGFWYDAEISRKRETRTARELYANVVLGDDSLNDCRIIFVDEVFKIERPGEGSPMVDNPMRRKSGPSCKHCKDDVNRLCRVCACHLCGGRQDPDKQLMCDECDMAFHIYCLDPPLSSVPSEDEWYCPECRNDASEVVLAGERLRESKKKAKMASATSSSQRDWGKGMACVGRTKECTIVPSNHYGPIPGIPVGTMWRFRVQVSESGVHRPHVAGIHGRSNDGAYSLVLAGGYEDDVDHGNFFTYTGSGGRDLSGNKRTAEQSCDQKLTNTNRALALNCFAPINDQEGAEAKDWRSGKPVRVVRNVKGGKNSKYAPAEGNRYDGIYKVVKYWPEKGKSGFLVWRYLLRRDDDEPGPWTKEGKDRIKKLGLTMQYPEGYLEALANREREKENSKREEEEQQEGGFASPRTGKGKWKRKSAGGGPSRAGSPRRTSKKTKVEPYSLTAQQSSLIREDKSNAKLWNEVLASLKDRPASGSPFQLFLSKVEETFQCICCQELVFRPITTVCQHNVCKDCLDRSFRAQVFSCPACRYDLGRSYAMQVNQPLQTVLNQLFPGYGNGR
TDP2 inh: human TDP2 enzyme inhibitors, primary screen, biochemical, epi absorbance, recombinant enzyme | Tyrosyl-DNA phosphodiesterase 2 (Homo sapiens), O95551 | AID 720702, 2013 | T5PNP hydrolysis, p-nitrophenol absorbance 415 nm | 370,000 tested, 0.34% active | inhibition, % at 12.8 µM;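 active means inhibition above the mean of all tested compounds plus 3 SD, set per campaign, cut at about 25% in these data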;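 further: 0% = DMSO with enzyme and 100% = buffer with substrate but no TDP2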
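Assay system: recombinant human TDP2 / Reagent: T5PNP substrate at 5 mM, a TopII-DNA adduct mimic / Measured by: epi absorbance from released p-nitrophenol / Evaluation: % inhibition relative to enzyme-containing and enzyme-free wells / Control set: enzyme-free and DMSO wells / Replicates: each compound tested once, singlicate / Schedule: enzyme reaction with compound for 2 h at 37 °C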
TCR CD3 inh: inhibitors of human TCR-CD3 interaction, primary screen, biochemical, fluorescence, TAMRA-labeled TCR probe; T-cell receptor (TCR); inhibition, % at 9.4 µM; 360,000 tested, 0.37% active; in the data active means inhibition above about 19%;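 further: recombinant mutant TCR 2C K166C tagged with TAMRA read by polarization; 0% = receptor in buffer alone and 100% = receptor with positive control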
PRMT1 inh: PRMT1 methyltransferase inhibitors, primary screen, biochemical, fluorescence polarization; recombinant PRMT1, activity-based probe fluorescence polarization; inhibition, % at 2.79 µM; 370,000 tested, 1.3% active; AID 652257, 2013;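 active means inhibition above about 21% made by adding two undisclosed values, limit read from the data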
MBD2 DNA inh: inhibitors of MBD2 binding to methylated DNA, primary screen, biochemical, TR-FRET, DNA-binding domain, human | Methyl-CpG-binding domain protein 2 (Homo sapiens), Q9UBB5 | MBD2 binding to methylated oligonucleotide | inhibition, % at 4.4 µM | 370,000 tested, 0.31% active; in the data active means inhibition above about 13%
SIAE primary: human SIAE inhibitors, primary screen, biochemical, fluorescence polarization, FP-Rh probe, 1536-well HTS. SIAE FP-Rh probe binding. inhibition, % at 9.66 µM. 370,000 tested, 0.69% active;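 active means inhibition above a cutoff: mean of compounds within the control limits plus 3 SD of those, cut at about 17% in these data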;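 further: 0% = plate median of compound wells and 100% = probe without SIAE protein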
KLK7 zymogen act: proKLK7 zymogen activators, primary screen, biochemical, fluorescence intensity; Kallikrein-7 (Homo sapiens), P49862; activation, % at 7 µM; 370,000 tested, 0.9% active; purified proKLK7, EDANS-DABCYL substrate fluorescence; 100% is mature enzyme control, 0% vehicle;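 active means activation above the mean of all tested compounds plus 3 SD, computed per campaign excluding outliers beyond control limits, cut at about 13% in these data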
Target sequence (P49862 whole entry, looked up): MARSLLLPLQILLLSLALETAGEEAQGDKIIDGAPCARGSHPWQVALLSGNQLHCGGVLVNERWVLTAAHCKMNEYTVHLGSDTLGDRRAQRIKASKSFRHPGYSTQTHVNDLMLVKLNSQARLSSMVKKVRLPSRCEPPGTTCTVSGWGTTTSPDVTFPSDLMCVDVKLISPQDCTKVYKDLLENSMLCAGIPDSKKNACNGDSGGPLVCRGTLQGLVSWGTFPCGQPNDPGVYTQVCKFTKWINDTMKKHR
An asterisk follows results filed as active.

What do the screens show for `COc1ccc(C(=O)N/N=C(\C)CC(=O)Nc2ccc(Cl)cn2)cc1`?
Tn7 DDE FP: -2; DDE Tn6 FP inh: -2; LEDGF integ inh: -1; UHRF1 binding: -1; TDP2 inh: -6; TCR CD3 inh: -6; PRMT1 inh: -1; MBD2 DNA inh: 5; SIAE primary: -4; KLK7 zymogen act: 3.8

What do the screens show for `CCOC(=O)c1c(C)[nH]c(C(=O)N2CCC(C(=O)OCC)CC2)c1C`?
Tn7 DDE FP: 2; DDE Tn6 FP inh: 5; LEDGF integ inh: 0; UHRF1 binding: 4; TDP2 inh: 17; TCR CD3 inh: 0; PRMT1 inh: 1; MBD2 DNA inh: 3; SIAE primary: 3; KLK7 zymogen act: -0.4

How did Cc1cccc(C(=O)NCC(=O)OCC(=O)c2ccc(C)s2)c1 do in these assays?
Tn7 DDE FP: -4; DDE Tn6 FP inh: -2; LEDGF integ inh: 0; UHRF1 binding: -2; TDP2 inh: -11; TCR CD3 inh: 5; PRMT1 inh: -7; MBD2 DNA inh: -1; SIAE primary: -6; KLK7 zymogen act: 0.6

How did CN1CCN(C(=O)CNC(=O)c2cccs2)CC1 do in these assays?
Tn7 DDE FP: -8; DDE Tn6 FP inh: 9; LEDGF integ inh: 0; UHRF1 binding: 0; TDP2 inh: 5; TCR CD3 inh: 3; PRMT1 inh: -3; MBD2 DNA inh: 3; SIAE primary: 1; KLK7 zymogen act: 0.3

Results for O=C(O)CNc1ncccc1[N+](=O)[O-] ?
Tn7 DDE FP: -3; DDE Tn6 FP inh: -4; LEDGF integ inh: 6; UHRF1 binding: -2; TDP2 inh: -13; TCR CD3 inh: -3; PRMT1 inh: -3; MBD2 DNA inh: -10; SIAE primary: -5; KLK7 zymogen act: -0.8

What do the screens show for `CCOC(=O)N(C)C[C@@H]1OCc2cnnn2CCCC(=O)N([C@@H](C)CO)C[C@@H]1C`?
Tn7 DDE FP: -5; DDE Tn6 FP inh: 8; LEDGF integ inh: 3; UHRF1 binding: 2; TDP2 inh: -14; TCR CD3 inh: -13; PRMT1 inh: -3; MBD2 DNA inh: -7; SIAE primary: 0; KLK7 zymogen act: -0.1

What do the screens show for `COc1ccc(N2C(=O)CC(Nc3ccc(N4CCOCC4)cc3)C2=O)c(OC)c1` (stereo not drawn)?
Tn7 DDE FP: 1; DDE Tn6 FP inh: 4; LEDGF integ inh: 11; UHRF1 binding: -6; TDP2 inh: 25*; TCR CD3 inh: 10; PRMT1 inh: 14; MBD2 DNA inh: -9; SIAE primary: 30*; KLK7 zymogen act: 2.4

Results for CCN(CC)c1c(C)nc2ccc(C(=O)N3CCN(C(=O)c4ccco4)CC3)cn12 ?
Tn7 DDE FP: 2; DDE Tn6 FP inh: 6; LEDGF integ inh: 5; UHRF1 binding: -2; TDP2 inh: -6; TCR CD3 inh: 4; PRMT1 inh: -2; MBD2 DNA inh: -8; SIAE primary: -2; KLK7 zymogen act: 0.1

Results for COc1ccc(C(=O)CCc2nc3ccccc3s2)cc1 ?
Tn7 DDE FP: -1; DDE Tn6 FP inh: 3; LEDGF integ inh: 0; UHRF1 binding: 1; TDP2 inh: -2; TCR CD3 inh: 4; PRMT1 inh: 0; MBD2 DNA inh: -3; SIAE primary: 2; KLK7 zymogen act: -0.1

How did COc1ccc(-c2n[nH]c(=S)n2C2CCCCC2)cc1 do in these assays?
Tn7 DDE FP: 1; DDE Tn6 FP inh: 1; LEDGF integ inh: -1; UHRF1 binding: 0; TDP2 inh: 0; TCR CD3 inh: 1; PRMT1 inh: 1; MBD2 DNA inh: 0; SIAE primary: 3; KLK7 zymogen act: 0.1

Results for Cc1ccc(C(=O)NCC(C)NC(=O)c2ccc(C)c(C)c2)cc1C (stereo not drawn) ?
Tn7 DDE FP: -8; DDE Tn6 FP inh: 9; LEDGF integ inh: 3; UHRF1 binding: 1; TDP2 inh: -12; TCR CD3 inh: -8; PRMT1 inh: 0; MBD2 DNA inh: 0; SIAE primary: 4; KLK7 zymogen act: -0.2

What do the screens show for `Cc1[nH]nc(S(=O)CC(=O)O)c1[N+](=O)[O-]` (stereo not drawn)?
Tn7 DDE FP: -11; DDE Tn6 FP inh: -4; LEDGF integ inh: 1; UHRF1 binding: 0; TDP2 inh: -3; TCR CD3 inh: 9; PRMT1 inh: 2; MBD2 DNA inh: 1; SIAE primary: -5; KLK7 zymogen act: 0.1

How did Cc1ccc(-c2nsc(SCC(=O)NCC3CCCO3)n2)cc1 (stereo not drawn) do in these assays?
Tn7 DDE FP: -2; DDE Tn6 FP inh: -5; LEDGF integ inh: 3; UHRF1 binding: -1; TDP2 inh: 0; TCR CD3 inh: 1; PRMT1 inh: -3; MBD2 DNA inh: -2; SIAE primary: -2; KLK7 zymogen act: -0.2

How did CCCCN(C(=O)c1ccc2c(c1)NC(=O)CS2)c1ccccc1 do in these assays?
Tn7 DDE FP: 1; DDE Tn6 FP inh: 0; LEDGF integ inh: -2; UHRF1 binding: -2; TDP2 inh: 2; TCR CD3 inh: -13; PRMT1 inh: 4; MBD2 DNA inh: 5; SIAE primary: 4; KLK7 zymogen act: -0.2

How did CCNC(=O)COC(=O)/C=C/c1c(C)nn(Cc2cccc(OC)c2)c1Cl do in these assays?
Tn7 DDE FP: -4; DDE Tn6 FP inh: -9; LEDGF integ inh: 4; UHRF1 binding: -1; TDP2 inh: 2; TCR CD3 inh: 4; PRMT1 inh: -1; MBD2 DNA inh: -5; SIAE primary: -3; KLK7 zymogen act: -0.2

Results for Cc1ccc(S(=O)(=O)N2CCN(C(=S)NCC3CCCO3)CC2)cc1 (stereo not drawn) ?
Tn7 DDE FP: 0; DDE Tn6 FP inh: -17; LEDGF integ inh: 2; UHRF1 binding: -1; TDP2 inh: 6; TCR CD3 inh: 1; PRMT1 inh: -4; MBD2 DNA inh: 3; SIAE primary: 14; KLK7 zymogen act: 0.0

How did Cc1ccc(OCc2cc(C(=O)N3CCc4sccc4C3)no2)cc1C do in these assays?
Tn7 DDE FP: 3; DDE Tn6 FP inh: -1; LEDGF integ inh: -2; UHRF1 binding: -1; TDP2 inh: -7; TCR CD3 inh: 3; PRMT1 inh: -1; MBD2 DNA inh: -8; SIAE primary: 2; KLK7 zymogen act: -0.3

What do the screens show for `CC(C)Cn1c(SCC(=O)Nc2ccc(Cl)cc2F)nc(O)cc1=O`?
Tn7 DDE FP: -4; DDE Tn6 FP inh: 0; LEDGF integ inh: 0; UHRF1 binding: 2; TDP2 inh: 1; TCR CD3 inh: -1; PRMT1 inh: 8; MBD2 DNA inh: 6; SIAE primary: 3; KLK7 zymogen act: -0.6

What do the screens show for `CC(=O)Oc1ccc(C(=O)NC(C)CCc2ccccc2)cc1` (stereo not drawn)?
Tn7 DDE FP: -5; DDE Tn6 FP inh: -5; LEDGF integ inh: 3; UHRF1 binding: -1; TDP2 inh: 7; TCR CD3 inh: 2; PRMT1 inh: 0; MBD2 DNA inh: 1; SIAE primary: 0; KLK7 zymogen act: -0.8

Results for CCCOc1ccc(C(=O)Nc2cc(S(=O)(=O)N3CCOCC3)ccc2N2CCOCC2)cc1 ?
Tn7 DDE FP: 0; DDE Tn6 FP inh: 3; LEDGF integ inh: 5; UHRF1 binding: 3; TDP2 inh: -4; TCR CD3 inh: 4; PRMT1 inh: -2; MBD2 DNA inh: 1; SIAE primary: -2; KLK7 zymogen act: -0.2

How did Nc1nnc(SC2CC(=O)N(c3ccccc3)C2=O)s1 (stereo not drawn) do in these assays?
Tn7 DDE FP: 8; DDE Tn6 FP inh: 1; LEDGF integ inh: 1; UHRF1 binding: -1; TDP2 inh: 8; TCR CD3 inh: -6; PRMT1 inh: 75*; MBD2 DNA inh: -6; SIAE primary: 2; KLK7 zymogen act: -0.3

What do the screens show for `CCN(CC(=O)Nc1ccc(OC)cc1)CC(=O)Nc1ccc2c(c1)OCO2`?
Tn7 DDE FP: 5; DDE Tn6 FP inh: 5; LEDGF integ inh: -5; UHRF1 binding: -1; TDP2 inh: 1; TCR CD3 inh: -8; PRMT1 inh: 3; MBD2 DNA inh: 1; SIAE primary: -1; KLK7 zymogen act: 0.0

What do the screens show for `CCc1nnc(NC(=O)CSc2nc3c(cc2C#N)CCCC3)s1`?
Tn7 DDE FP: 3; DDE Tn6 FP inh: 2; LEDGF integ inh: -2; UHRF1 binding: 13; TDP2 inh: 9; TCR CD3 inh: -2; PRMT1 inh: -2; MBD2 DNA inh: 1; SIAE primary: 4; KLK7 zymogen act: 0.6

How did COc1ccc(-c2nc(NC(=O)CCNC(=O)c3ccco3)sc2C)cc1 do in these assays?
Tn7 DDE FP: 2; DDE Tn6 FP inh: -4; LEDGF integ inh: 2; UHRF1 binding: 0; TDP2 inh: 11; TCR CD3 inh: 6; PRMT1 inh: 0; MBD2 DNA inh: 2; SIAE primary: 3; KLK7 zymogen act: -0.3

Results for COC(=O)C1C(c2ccc(OC)c(OC)c2)NC(c2ccc(OC)c(OC)c2)C(C(=O)OC)S1(=O)=O (stereo not drawn) ?
Tn7 DDE FP: -15; DDE Tn6 FP inh: 0; LEDGF integ inh: 10; UHRF1 binding: 23*; TDP2 inh: 0; TCR CD3 inh: -5; PRMT1 inh: -2; MBD2 DNA inh: 8; SIAE primary: -5; KLK7 zymogen act: -0.7

Results for CCCC1(C)C(C#N)C(=O)NC(=O)C1C#N (stereo not drawn) ?
Tn7 DDE FP: -3; DDE Tn6 FP inh: 1; LEDGF integ inh: 1; UHRF1 binding: 1; TDP2 inh: 0; TCR CD3 inh: -2; PRMT1 inh: -1; MBD2 DNA inh: 0; SIAE primary: 6; KLK7 zymogen act: 0.4

Two entries drawn at random from those above, as already listed:
What do the screens show for `CCc1nnc(NC(=O)CSc2nc3c(cc2C#N)CCCC3)s1`?
Tn7 DDE FP: 3; DDE Tn6 FP inh: 2; LEDGF integ inh: -2; UHRF1 binding: 13; TDP2 inh: 9; TCR CD3 inh: -2; PRMT1 inh: -2; MBD2 DNA inh: 1; SIAE primary: 4; KLK7 zymogen act: 0.6

How did Nc1nnc(SC2CC(=O)N(c3ccccc3)C2=O)s1 (stereo not drawn) do in these assays?
Tn7 DDE FP: 8; DDE Tn6 FP inh: 1; LEDGF integ inh: 1; UHRF1 binding: -1; TDP2 inh: 8; TCR CD3 inh: -6; PRMT1 inh: 75*; MBD2 DNA inh: -6; SIAE primary: 2; KLK7 zymogen act: -0.3
